Screening results as filed in PubChem.
GDH-TPI counter = GDH-TPI coupled enzyme inhibition counter-screen; GDH-TPI coupled enzyme counterscreen, NADH absorbance; inhibition, % at 4.8 µM; hit rate 1.2% among 360,000; in the data active means inhibition above about 30%;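 further: 0% = DMSO wells and 100% = wells lacking the enzyme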
FadD28 FP inh = blocks FadD28 binding to the bisubstrate probe | fluorescence polarization | inhibition, % at 12.5 µM | hit rate 0.22% among 360,000 | AID 588549; in the data active means inhibition above about 8.5%, passing the limit was not always enough; inconclusive means no clear call, values can overlap the other calls
BoNT-A LC inh2 = BoNT A light chain protease inhibition | hit rate 0.17% among 360,000 | multiplex microsphere protease substrate cleavage, flow cytometry | inhibition, % at 10 µM | AID 588499; further: plate controls were buffer without enzyme for full effect and enzyme alone for no effect
BoNT-F LC inh = inhibitors of Botulinum neurotoxin F light chain protease; Multiplex microsphere protease cleavage assay, flow cytometry; inhibition, % at 10 µM; hit rate 0.22% among 360,000; in the data active means inhibition above about 35%, passing the limit was not always enough; inconclusive means no clear call, values can overlap the other calls; further: plate controls were buffer without enzyme for full effect and enzyme alone for no effect
Mtb FBA inh = inhibits M. tuberculosis FBA enzyme; purified M. tuberculosis FBA, fluorescence read-out; inhibition, % at 1 µM; hit rate 2.3% among 360,000; in the data active means inhibition above about 27%;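 further: 0% = vehicle and 100% = reference inhibitor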
Target sequence (P9WQA3 whole entry, looked up): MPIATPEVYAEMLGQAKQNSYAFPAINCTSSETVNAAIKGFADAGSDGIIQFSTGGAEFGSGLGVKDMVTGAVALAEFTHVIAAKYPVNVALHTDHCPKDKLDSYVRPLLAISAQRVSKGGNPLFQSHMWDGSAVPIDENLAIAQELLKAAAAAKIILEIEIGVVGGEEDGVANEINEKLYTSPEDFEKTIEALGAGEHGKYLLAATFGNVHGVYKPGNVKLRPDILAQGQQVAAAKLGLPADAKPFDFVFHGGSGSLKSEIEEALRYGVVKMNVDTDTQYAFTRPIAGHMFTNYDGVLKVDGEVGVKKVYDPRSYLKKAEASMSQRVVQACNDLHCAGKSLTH
PfHsp40 yeast = restores yeast growth despite PfHsp40 toxicity | S. cerevisiae expressing PfHsp40, growth rescue, ATP luminescence | growth rescue, % at 12.5 µM | hit rate 0.68% among 340,000 | AID 504582; in the data active means growth rescue above about 28%, passing the limit was not always enough; inconclusive means no clear call, values can overlap the other calls;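 further: yeast W303a lacking pdr1 and pdr3 grown in galactose medium; growth measured after three days at 30 °C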
Anthrax LF prot = blocks Bacillus anthracis lethal factor protease | multiplex microsphere protease cleavage assay, LF | inhibition, % at 10 µM | hit rate 0.12% among 360,000 | AID 588501; further: plate controls were buffer without enzyme for full effect and enzyme alone for no effect
Mtb BioA inh = inhibitors of Mycobacterium tuberculosis BioA enzyme. purified M. tuberculosis BioA enzyme, plate reader. inhibition, % at 9.99 µM. hit rate 0.096% among 360,000; in the data active means inhibition above about 40%; inconclusive means no clear call, values can overlap the other calls
UGM FP inh = Mtb UDP-galactopyranose mutase inhibition; hit rate 0.06% among 320,000; AID 504406; P9WIQ1; inhibition, % at 10 µM; purified UGM, fluorescence polarization probe displacement; in the data active means inhibition above about 10%, passing the limit was not always enough; inconclusive means no clear call, values can overlap the other calls
Target sequence (P9WIQ1 whole entry, looked up): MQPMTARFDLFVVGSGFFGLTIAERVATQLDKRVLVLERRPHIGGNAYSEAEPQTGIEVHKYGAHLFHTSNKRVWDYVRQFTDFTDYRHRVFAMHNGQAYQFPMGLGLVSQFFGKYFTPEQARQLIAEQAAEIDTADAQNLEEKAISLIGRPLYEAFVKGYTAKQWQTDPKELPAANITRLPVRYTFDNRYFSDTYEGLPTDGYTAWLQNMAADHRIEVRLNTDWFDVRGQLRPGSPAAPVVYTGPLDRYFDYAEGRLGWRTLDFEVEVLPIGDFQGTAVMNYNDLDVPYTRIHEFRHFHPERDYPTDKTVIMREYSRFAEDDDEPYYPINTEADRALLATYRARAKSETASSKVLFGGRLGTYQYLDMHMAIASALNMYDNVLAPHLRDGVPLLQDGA
* = called active by the depositor; ? = inconclusive; . = not tested or not shown. Unless noted, no stated cut-off is given here; in the data, active means inhibition above about 30%; inconclusive means no clear call, values can overlap the other calls; inactive means below that.

SMILES | GDH-TPI counter | FadD28 FP inh | BoNT-A LC inh2 | BoNT-F LC inh | Mtb FBA inh | PfHsp40 yeast | Anthrax LF prot | Mtb BioA inh | UGM FP inh
CCOC(=O)NC(=O)c1cn(Nc2ccccc2C(F)(F)F)c(=O)[nH]c1=O | 3 | -1.6 | . | . | -1 | -0.4 | . | 0.7 | 1.3
COc1cccc(N/C=C/C(=O)c2ccc(OC)c(OC)c2)c1 | 18 | -0.9 | -1.3 | -4 | 3 | -1.1 | 1 | 4.3 | 0.4
COc1ccccc1NC(=O)Cn1nnc(-c2ccccc2NC(=O)c2cnccn2)n1 | -5 | -1.3 | -0.6 | -5 | 0 | -0.5 | -2 | . | 0.3
O=C(COC(=O)c1ccccc1O)Nc1cccc(S(=O)(=O)NC2=NCCCCC2)c1 | 0 | -2.9 | 1.1 | 0 | -3 | -1.3 | -2 | 0.9 | -2.1
Cc1ccc(OCc2n[nH]c(=S)n2-c2ccccc2)cc1 | 6 | -2.4 | 0.0 | -5 | -3 | -0.9 | 5 | . | -1.4
CCN(Cc1ccccc1)C(=O)c1cc2c(OC)c(OC)c(OC)cc2[nH]1 | -3 | . | -3.1 | -24 | 2 | 0.2 | 14 | 2.3 | -0.3
Cc1ccc(C(C(=O)NCc2ccco2)N(C(=O)CNC(=O)c2cccs2)c2c(C)cccc2C)cc1 (stereo unspecified) | 10 | -1.8 | -0.3 | -1 | 4 | -1.0 | 0 | . | 4.8
CCC(C)(C)NC(=O)CN(C(=O)c1ccc(N2CCCC2)nc1)c1ccc(F)cc1 | -1 | -4.1 | 0.4 | -12 | -1 | -0.9 | -9 | 0.9 | 1.4
COc1ccc(NC(=O)C2CC(c3cccc(Br)c3)=NO2)cc1OC (stereo unspecified) | 6 | -0.4 | -0.1 | 8 | 3 | 0.0 | 6 | -1.5 | 0.1
COc1cccc2cc(C(=O)NCCc3c[nH]c4ccccc34)c(=O)oc12 | 13 | -1.3 | 0.0 | -6 | -5 | -0.6 | 1 | . | -0.5
O=C(NCc1ccco1)c1cccn2c(=O)c3c4c(sc3nc12)CCCC4 | 3 | -0.8 | 0.7 | 16 | 4 | 0.6 | 4 | 0.0 | -0.5
O=C(C(Cc1ccc(Cl)cc1)NS(=O)(=O)c1ccccc1)N1CC[C@@]2(O)CCCC[C@H]2C1 (stereo partly specified) | -1 | -2.8 | -0.4 | 5 | 4 | -0.1 | 5 | -0.2 | -1.9
CCCCC1CCC(C(=O)N(CCC(C)C)c2c(N)n(CCCC)c(=O)[nH]c2=O)CC1 (stereo unspecified) | 2 | -2.0 | 0.2 | -8 | 1 | . | -2 | -0.5 | .
Clc1ccc(-c2c(C3=NCCCN3)nnn2-c2ccc(Cl)cc2)cc1 | -2 | -4.3 | 1.8 | ? | 1 | 0.7 | 1 | 3.0 | -0.5
CCc1ccc([C@@H]2CC=C(C(=O)O)[C@H](c3ccc(F)cc3)N2S(=O)(=O)c2ccc(C)cc2)cc1 | -2 | -3.9 | -0.3 | -2 | 0 | 1.7 | -14 | 1.2 | 1.1
O=C(CSc1ncn[nH]1)Nc1nc(-c2ccccc2)cs1 | -9 | -7.7 | -0.5 | -4 | -2 | 0.2 | -2 | -0.9 | 0.2
COc1ccc(CNS(=O)(=O)c2ccc(F)c(C(=O)Nc3ccccc3OC)c2)cc1 | -4 | -0.5 | -0.8 | -1 | 1 | -0.4 | 2 | . | -1.7
Cc1ccc2cc(C(c3nnnn3C(C)(C)C)N3CCCCCC3)c(=O)[nH]c2c1 (stereo unspecified) | 3 | -3.7 | 1.1 | 5 | -3 | -0.7 | -2 | 1.0 | 1.6
COc1ccc(NC(=O)c2ccccc2SCc2ccccc2)cc1 | 11 | -1.4 | -0.2 | 3 | 5 | . | -5 | -0.1 | .
COc1cc(CO)ccc1Oc1nnnn1-c1ccc(C(N)=O)cc1 | 1 | -3.9 | 10 | 15 | 4 | -1.5 | -8 | 0.5 | -0.8
COC(=O)c1c(NC(=O)Cn2nc(C(F)F)cc2C(F)F)sc(C)c1C | 2 | -2.6 | -1.6 | -18 | 0 | 0.6 | -6 | -1.6 | 0.9
O=C(NC(=S)NCc1ccc(Cl)cc1)c1ccco1 | 11 | -1.0 | 0.0 | -10 | 5 | 4.5 | -1 | -0.5 | 1.8
OC(c1ccccc1)C(NCc1ccccc1)c1ccccc1 (stereo unspecified) | 9 | -1.5 | -0.2 | -7 | -2 | . | -1 | 0.0 | .
Cc1nn(CC(=O)NC2(C)CCS(=O)(=O)C2)c(C)c1S(=O)(=O)N(C)C (stereo unspecified) | -2 | -3.5 | . | . | 0 | -0.6 | . | -0.5 | 0.7
O=C(Nn1c(-c2ccc(F)cc2)nc2ccccc2c1=O)c1cccnc1 | 3 | -1.9 | -1.3 | -9 | 0 | . | -3 | . | 2.5

Continued; it opens with the three that closed the last part.
SMILES | GDH-TPI counter | FadD28 FP inh | BoNT-A LC inh2 | BoNT-F LC inh | Mtb FBA inh | PfHsp40 yeast | Anthrax LF prot | Mtb BioA inh | UGM FP inh
OC(c1ccccc1)C(NCc1ccccc1)c1ccccc1 (stereo unspecified) | 9 | -1.5 | -0.2 | -7 | -2 | . | -1 | 0.0 | .
Cc1nn(CC(=O)NC2(C)CCS(=O)(=O)C2)c(C)c1S(=O)(=O)N(C)C (stereo unspecified) | -2 | -3.5 | . | . | 0 | -0.6 | . | -0.5 | 0.7
O=C(Nn1c(-c2ccc(F)cc2)nc2ccccc2c1=O)c1cccnc1 | 3 | -1.9 | -1.3 | -9 | 0 | . | -3 | . | 2.5
O=C(CN1C(=O)C2C3C=CC(C3)C2C1=O)NC1CCCc2ccccc21 (stereo unspecified) | -3 | 0.5 | 0.7 | -9 | 6 | -0.4 | 2 | 1.2 | 0.4
Cc1nn(C)c(C)c1S(=O)(=O)N(CC(=O)Nc1ccccn1)c1ccc(C(C)C)cc1 | 13 | -2.0 | -1.0 | 2 | -1 | 2.1 | -4 | 11 | .
CCOc1ccccc1NC(=O)C1C(c2ccccc2)C1(Cl)Cl (stereo unspecified) | 9 | -2.8 | -0.2 | 0 | -2 | . | 1 | 0.0 | .
O=S1(=O)CCN(C2CC2)CC1 | -4 | -2.1 | 0.0 | 1 | -2 | . | 8 | -1.7 | .
C=CCc1ccccc1OCC(=O)NNC(=S)NCc1ccccc1 | -3 | -3.0 | 2.0 | 1 | 2 | -1.6 | 2 | -0.6 | 0.7
O=C(NC1CCCc2ccccc21)c1cccnc1 (stereo unspecified) | 3 | -3.4 | 0.7 | -15 | 0 | -0.2 | 1 | 1.3 | 0.9
Cc1oc2c(c1C(=O)Nc1ccc(C(=O)O)cc1)CCCC2 | 11 | -0.2 | -1.3 | 1 | -3 | 0.7 | -2 | -1.4 | -0.9
C=CCn1c(SCC(=O)Nc2nnc(CC)s2)nnc1-c1ccco1 | -3 | -2.4 | -0.8 | ? | 4 | 0.7 | -9 | 14 | 1.4
C=CCN(c1ccccc1)S(=O)(=O)c1c(C)[nH]c(=O)[nH]c1=O | -8 | -2.8 | 0.0 | 6 | 1 | -1.0 | -4 | 1.1 | 2.3
COc1c(C)cc(C(=O)C2CCCN(C(=O)c3cc4nc(C)cc(C)n4n3)C2)cc1C (stereo unspecified) | -3 | -0.3 | 0.1 | 0 | 0 | 0.2 | -7 | . | -0.1
COc1ccc(C(=O)/C=C/c2ccccc2F)c(OC(=O)c2ccc([N+](=O)[O-])cc2)c1 | -2 | -5.0 | 0.8 | 2 | -3 | 0.5 | -4 | -3.4 | -1.4
O=C(O)/C=C\C(=O)Nc1ccccc1C#Cc1ccc(Br)cc1 | 11 | -0.5 | -0.6 | 0 | 7 | -0.7 | -1 | 0.6 | 0.1
COc1ccccc1-n1c(O)c(/C=C2\C=Nc3ccccc32)c(=O)[nH]c1=O | -11 | -3.2 | 1.8 | 7 | -8 | -1.3 | 11 | -1.4 | 4.5
CC1(C)CC(=O)c2cc(OCC(=O)N3CCCCCC3)ccc2O1 | 0 | -3.4 | 16 | 20 | 46* | 0.8 | -17 | -0.9 | -1.6
COc1ccc(S(=O)(=O)CCC(=O)N2c3ccccc3CC2C)cc1 (stereo unspecified) | 12 | -2.5 | -0.5 | -7 | 0 | -0.3 | 0 | -0.2 | 0.3
CCn1c2ccccc2c2cc(NC(=O)CCCN3C(=O)CCC3=O)ccc21 | -4 | -2.1 | -0.3 | -10 | 6 | 0.0 | -3 | 0.0 | 0.7
COc1ccccc1N=c1scc(-c2ccc3c(c2)NC(=O)CO3)n1CC1CCCO1 (stereo unspecified) | -6 | -0.2 | -0.7 | -12 | -2 | 1.4 | -1 | 2.0 | -2.9
CN1CCN(c2ccc(NC(=O)C(C)(c3ccccc3)c3ccccc3)cc2)CC1 | 0 | -2.3 | -0.2 | -13 | 0 | 0.6 | -3 | -0.3 | 3.8
CCCCNC(=O)c1cc2ccccc2s1 | 0 | 1.5 | -0.2 | -3 | -2 | -0.3 | 0 | . | -0.2
Cc1cc(C)cc(NC(=O)CSc2nnnn2-c2cccnc2)c1 | -10 | -3.8 | 0.0 | 3 | 0 | 0.2 | -2 | -0.6 | 2.5
COc1ccc(C(=O)COC(=O)CCNS(=O)(=O)c2ccccc2)cc1Br | -8 | -3.7 | -0.9 | -1 | 0 | 0.6 | -6 | -0.1 | -1.2
Cc1ccc(Oc2ccc(C(F)(F)F)cc2[N+](=O)[O-])c([N+](=O)[O-])n1 | 7 | -1.8 | . | . | 0 | -0.4 | . | 0.0 | -0.2
CCc1cc(=O)oc2cc(OCC(=O)N(CC)CC)c(Cl)cc12 | 11 | -3.1 | -0.8 | -2 | 9 | -1.2 | -6 | 0.8 | -2.9
O=C(CN1C(=O)c2ccc([N+](=O)[O-])cc2C1=O)NCC1CCCO1 (stereo unspecified) | 5 | -2.0 | 0.9 | 8 | 4 | . | -3 | . | .
COc1ccc(C(=O)c2sc3nc(C)cc(-c4cccs4)c3c2N)cc1OC | 14 | -2.0 | 71* | 47* | -4 | 1.6 | 49* | 14 | 4.5
(further entries)
SMILES | GDH-TPI counter | FadD28 FP inh | BoNT-A LC inh2 | BoNT-F LC inh | Mtb FBA inh | PfHsp40 yeast | Anthrax LF prot | Mtb BioA inh | UGM FP inh
Cc1ccsc1C(=O)c1sccc1C | 0 | -2.8 | 0.4 | -2 | 0 | -0.1 | 0 | -0.4 | 0.2
O=C(CCCN1C(=O)c2ccccc2C1=O)Nc1c2c(nc3c1CCC3)CCC2 | 1 | -2.1 | 1.2 | 17 | 5 | -1.5 | 4 | -0.4 | .
O=C(/C=C/c1ccc([N+](=O)[O-])cc1)N1CCN(S(=O)(=O)c2cccs2)CC1 | 18 | -2.0 | -0.8 | -13 | -1 | 0.7 | -7 | . | 1.9
COc1ccccc1-n1nnnc1SCC(=O)NC(=O)Cc1ccccc1 | 3 | -1.1 | . | . | 0 | 0.0 | . | -0.4 | 0.7
O=C(CCc1nc2ccccc2c(=O)[nH]1)OCc1ccccc1F | 2 | -1.1 | 1.2 | 6 | 2 | 10 | 0 | -0.8 | 2.0
CN(Cc1ccccc1)C(=O)c1ccc(NC(=O)Cc2cccc(NC(=O)C3CCN(C(=O)C4CC4)CC3)c2)cc1 | 8 | 1.2 | 0.2 | 0 | 6 | 0.5 | 4 | -1.4 | 4.2
S=C(NCC1CCCO1)N1CCN(c2ccccc2)CC1 (stereo unspecified) | 5 | -3.8 | -1.2 | -6 | -1 | -0.4 | -1 | . | 1.6
O=[N+]([O-])c1cnccc1Nc1ccccc1 | 0 | 0.3 | -1.5 | 1 | -4 | -1.0 | -4 | . | -0.5
C=CCOc1c2ccc(C(=O)NC3CCCc4ccccc43)cc2nn1C (stereo unspecified) | 5 | -1.3 | -0.8 | -4 | 15 | 0.3 | 0 | -0.6 | 0.4
CCCC(=O)NC(=S)Nc1nc(-c2ccc(OC)cc2)cs1 | 5 | -0.2 | -0.4 | -7 | -1 | -1.6 | 1 | 0.1 | -0.6
Cc1cccc(N2CCN(C3=NC(=O)/C(=C\c4cn[nH]c4-c4ccccc4)S3)CC2)c1 | 4 | -0.8 | -0.7 | -5 | 0 | 0.4 | 0 | . | 2.0
COC(=O)c1ccc(CNC(=O)c2ccc3c(c2)OCCO3)cc1 | -15 | . | -0.8 | -6 | 2 | -0.5 | -7 | . | 2.4
